p53 reactivation – qHTS assay for re-activators of p53 using a Luc reporter; H1299 p53-A138V BP100-luciferase reporter, luminescence, 24 h; Potency, µM (highest dose often 92.2 µM), without a hit: top-dose activity change, positive = activation, usual class: activators; hit rate 0.063% among 320,000; further: potency means the concentration at half of the fitted maximal effect; % of control where 0% means no effect; nearly all actives have a fitted effect of over 45% in size
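p53-null H1299 cells stably carrying temperature-sensitive p53-A138V and a BP100-luciferase reporter were pinned with compounds (4-point, 1:5 series) and held 24 hrs at 37 deg C. Luminescence was read 10 min after detection reagent.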
uPA surface inh – qHTS for Inhibitors of Cell Surface uPA Generation; cell surface uPA generation assay, qHTS; Potency, µM (doses to about 38.3 µM), without a hit: at the top dose activity change, negative = inhibition, hits mostly inhibitors; hit rate 0.31% among 330,000; active means well fitted inhibition curve with a large enough effect; inconclusive means small, poorly fitted or top-dose-only effect; inactive means no such curve, though single readings can be large or run the other way; tested in mouse RAW 264.7 cells; further: potency means the concentration at half of the fitted maximal effect; on the % scale 0 is the no-effect control and ±100 the full control effect; nearly all actives have a fitted effect of over 55% in size
BRCA1 expr up – qHTS Assay to Identify Small Molecule Activators of BRCA1 Expression. MCF7-BRCA1-FFLuc reporter, luminescence, 48 h; response scale: scaled: vehicle 0%, 10 µM genistein 100%. Potency, µM (doses to about 46.1 µM), for the others: at the top dose activation, usual class: activators. hit rate 1.1% among 380,000; further: potency means the concentration at half of the fitted maximal effect; nearly all actives have a fitted effect of over 80% in size; some results filed as inactive show a strong effect at the top dose
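MCF7-BRCA1-FFLuc, 2000 cells/well; 2 h attach, 37 °C/5% CO2; compound 48 h; luciferase substrate 15 min; luminescence end-point. Norm. to genistein 10 microM max activation and DMSO; concentration-response curves fitted.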
ELG1 genotox – qHTS screen for small molecules that induce genotoxicity in human embryonic kidney (HEK293T) cells expressing luciferase-tagged ELG1; Potency, µM (highest dose often 46 µM), for inactives: at the top dose activity change, positive = activation, actives largely listed as activators; hit rate 1.3% among 330,000; AID 504466, 2011; HEK293T ELG1-luciferase reporter, luminescence, 16 h; further: potency means the concentration at half of the fitted maximal effect; % of control where 0% means no effect; nearly all actives have a fitted effect of over 60% in size
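HEK293T cells expressing luciferase-tagged ELG1 were exposed to compound or DMSO vehicle for 16 hr at 37 °C and 5% CO2. Luciferase activity was then measured with ONE-Glo after 30 min at room temperature.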
a7 integrin act – qHTS for Activators of Integrin-Mediated Alleviation for Muscular Dystrophy | alpha7betagal myoblasts, beta-gal FDG fluorescence, 48 h | Potency, µM (series often up to 38.3 µM), for inactives: at the highest dose activation, hits mostly activators | hit rate 0.064% among 350,000 | AID 624291, 2012;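 further: potency means the concentration at half of the fitted maximal effect; 100% = response of the positive control SU9516; nearly all actives have a fitted effect of over 60% in size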
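alpha7betagal+/- myoblasts (passage 13, 250/well) treated 48 h at 37C with compounds at 1:260 dilution of DMSO stock. Lysed, then beta-galactosidase activity read as FDG fluorescence (ex 480/em 540) after 30 min, with pre-read for autofluorescence.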
USP2a block – qHTS Assay for Inhibitors of Ubiquitin-specific Protease USP2a Using CHOP2 as the Reporter | USP2 core, Ub-CHOP2 coupled fluorogenic reporter, 485/531 | Potency, µM (series often up to 38.3 µM), without a hit: at the top dose activity change, negative = inhibition, hits mostly inhibitors | hit rate 0.01% among 330,000 | AID 463254, 2010;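 further: potency means the concentration at half of the fitted maximal effect; plate controls were DMSO wells for no effect and full inhibition by NEM control for full effect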
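Deubiquitinase activity read as fluorescence (485/531 nm) after Ub-CHOP2 cleavage activates the enterokinase reporter on its substrate; USP2 core 10nM, Ub-CHOP2 and substrate 25nM each, 30min compound preincubation then 60min RT; data normalized to NEM, curves fitted.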
TSG101-PTAP inh – qHTS Assay for Iinhibitors of HIV-1 Budding by Blocking the Interaction of PTAP/TSG101; AID 493005, 2010; 340,000 tested, under 10 active; Potency, µM (titrated, usually from 115 µM), without a hit: at the highest dose activity change, negative = inhibition, hits mostly inhibitors; Fluorescence polarization, FITC-PTAP peptide / Tsg101 binding; active means well fitted inhibition curve with a large enough effect in the main read-out, with a control signal flat, not every such curve was filed as active; inconclusive means small, poorly fitted or top-dose-only effect, or effect the other way, or a change in a side signal; inactive means no such curve, though single readings can be large or run the other way; further: potency means the concentration at half of the fitted maximal effect; % of control where 0% means no effect
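Fluorescence polarization binding of Tsg101 binding domain (10 uM final) to FITC-labeled PTAP peptide (50 nM final) in HEPES pH 7.5 buffer with NaCl, Tween 20, EDTA, TCEP. Compounds added before peptide; binding 20 min at RT.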
B2AR arrestin – qHTS assay of beta-arrestin-biased ligands of beta2-adrenergic receptor. Potency, µM (series often up to 46.1 µM), inactives show at the top dose activation, most hits filed as activators. beta-arrestin recruitment to beta2AR, cell-based reporter. Beta-2 adrenergic receptor (Homo sapiens), P07550. AID 492947, 2010. hit rate 0.02% among 330,000;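 further: potency means the concentration at half of the fitted maximal effect; 0% = DMSO controls and full agonism = EC100 isoproterenol or metaproterenol; nearly all actives have a fitted effect of over 65% in size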
Target sequence (P07550 whole entry, looked up): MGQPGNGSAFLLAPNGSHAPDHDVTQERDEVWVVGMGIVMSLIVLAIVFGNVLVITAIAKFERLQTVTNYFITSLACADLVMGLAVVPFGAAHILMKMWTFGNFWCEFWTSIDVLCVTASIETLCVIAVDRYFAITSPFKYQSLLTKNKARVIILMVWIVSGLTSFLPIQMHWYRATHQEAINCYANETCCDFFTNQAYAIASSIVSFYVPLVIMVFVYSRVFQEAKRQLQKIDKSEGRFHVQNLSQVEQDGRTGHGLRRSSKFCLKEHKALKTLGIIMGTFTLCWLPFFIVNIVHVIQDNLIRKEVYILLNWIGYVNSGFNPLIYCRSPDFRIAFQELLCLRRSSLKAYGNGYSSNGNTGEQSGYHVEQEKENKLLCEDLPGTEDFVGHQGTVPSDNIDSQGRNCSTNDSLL
TRPV1 agonist – HTS Assay for Compounds that Act as Agonists of the Vanilloid Receptor 1; Transient receptor potential cation channel subfamily V member 1 (Homo sapiens), Q8NER1; TRPV1-expressing cells, Fluo-8 calcium influx, agonist mode; activation, % at 8.33 µM; hit rate 0.19% among 320,000; AID 540275, 2011; in the data active means activation above about 80%; inconclusive means between about 30% and that limit; further: 0% is about no effect
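Fluo-8 calcium influx in TRPV1-expressing cells, kinetic read (ex 480/em 520 nm). Compound added and read 3 min for agonist activity, followed by capsaicin at EC20 final and 2 min further read for enhancement.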
Eya2 inh – qHTS Assay for Inhibitors of the Phosphatase Activity of Eya2 | Potency, µM (series often up to 76.9 µM), for inactives: at the top dose activity, negative = inhibition, usual class: inhibitors | hit rate 0.006% among 330,000 | recombinant Eya2, OMFP fluorescence dephosphorylation (OMFP is methylfluorescein phosphate); further: potency means the concentration at half of the fitted maximal effect; on the % scale 0 is the no-effect control and ±100 the full control effect
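Eya2 protein (added as 0.2 uM solution) was preincubated with compound for 10 min at ambient temperature in 50 mM HEPES pH 7.5, 50 mM NaCl, 5 uM MgCl2, 0.05% BSA, 1 mM DTT. OMFP (added at 50 uM) then reacted 10 min; fluorescence read at 485/525 nm.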
S-ASM inh – Inhibitors of Secretory Acid Sphingomyelinase (S-ASM): qHTS; hit rate 0.006% among 340,000; Potency, µM (doses to about 57.5 µM), without a hit: top-dose activity change, negative = inhibition, most hits filed as inhibitors; Sphingomyelin phosphodiesterase (Homo sapiens), P17405; AID 504937, 2011; placental ASM, HMU-PC fluorogenic substrate, 60 min; further: potency means the concentration at half of the fitted maximal effect
Target sequence (P17405 47-631 limits assumed): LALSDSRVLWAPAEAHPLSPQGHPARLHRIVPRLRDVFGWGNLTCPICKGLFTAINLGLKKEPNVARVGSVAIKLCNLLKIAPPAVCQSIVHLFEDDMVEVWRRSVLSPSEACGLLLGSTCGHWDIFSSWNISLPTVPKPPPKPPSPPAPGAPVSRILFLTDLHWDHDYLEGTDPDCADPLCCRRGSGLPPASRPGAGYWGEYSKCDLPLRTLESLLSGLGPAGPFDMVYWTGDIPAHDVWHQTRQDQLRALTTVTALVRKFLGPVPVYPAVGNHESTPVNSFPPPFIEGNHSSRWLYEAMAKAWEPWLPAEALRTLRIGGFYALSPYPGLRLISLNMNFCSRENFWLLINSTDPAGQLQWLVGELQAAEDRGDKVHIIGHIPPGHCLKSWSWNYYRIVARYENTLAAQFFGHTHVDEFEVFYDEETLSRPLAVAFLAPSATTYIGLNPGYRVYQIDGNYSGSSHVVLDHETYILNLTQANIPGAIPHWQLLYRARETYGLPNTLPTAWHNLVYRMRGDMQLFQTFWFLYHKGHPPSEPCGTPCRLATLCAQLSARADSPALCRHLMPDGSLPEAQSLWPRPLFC
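Fluorescence read-out (Ex 386 nm, Em 447 nm) after stopping the reaction at pH 10. Enzyme: ASM from human placenta; substrate HMU-PC0, 9 uM final; 60 min, 37 °C. Compound preincubation 10 min, ambient temperature.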
Active calls of the source: *; ? = inconclusive; . = not tested or not shown; & = joins results of further samples; [ ] = dose if it differs, or a comment. Unless noted, the call rests on the fitted dose curve; in most records, active means well fitted curve in the direction sought with a large enough effect; inconclusive means small, poorly fitted or top-dose-only effect, or another doubt; inactive means no such curve, though single readings can be large; an effect the other way counts as inactive or inconclusive.

SMILES	p53 reactivation	uPA surface inh	BRCA1 expr up	ELG1 genotox	a7 integrin act	USP2a block	TSG101-PTAP inh	B2AR arrestin	TRPV1 agonist	Eya2 inh	S-ASM inh
COc1ccc(-c2cn(Cc3ccc4c(c3)C(=O)c3ccccc3C4=O)nn2)cc1	.	5.2%	8.2%	12.1%	34.8%	2.5%	0.7%	-1.4%	1.7	1.8%	-10.6%
COc1ccc(NC(=O)c2ccco2)cc1NC(=O)c1ccc(C#N)cc1F	-5.4%	0.6%	-2.7%&10.0%	-3.4%	0.0%	1.6%	-8.9%	-0.7%	9.5	-9.0%	-2.5%
O=C(NNC1CCN(Cc2ccccc2)CC1)c1ccccc1	.	-0.7%	1.2%	.	-32.1%	.	0.1%	.	.	.	-0.1%
CCOC(=O)C(=CNc1nc(-c2ccccc2)c(C(=O)Nc2ccc(-c3ccccc3)cc2)s1)C(=O)OCC	1.1%	1.1%	2.2%	17.5%	10.8%	4.3%	-4.9%	0.3%	0.1	-1.4%	43.6%[activator]
CC(=O)N1CCCc2cc(S(=O)(=O)CCC(=O)N3CCN(c4cccc(C)c4)C(C)C3)ccc21 (stereo unspecified)	-3.8%	-4.9%	-11.9%	-8.2%	-4.3%	?	-4.7%	-0.1%	29.9	2.0%	-1.0%
CCCn1c(N)c(C(=O)COc2ccc(Br)cc2F)c(=O)n(C)c1=O	-1.8%	?	-33.5%	-14.4%	2.8%	-4.4%	-2.3%	0.0%	13.8	-11.9%	-2.4%
COc1cc2c(cc1OC)C(C1C(=O)CC(C)(C)CC1=O)N(C(=O)CCl)CC2 (stereo unspecified)	-2.1%	-8.7%	5.5%	-1.7%	?	-0.2%	.	-1.7%	-3.3	2.5%	-0.4%
Cc1ccc(S(=O)(=O)CCC(=O)N2CCc3ccccc32)cc1	7.4%	0.9%	-3.7%	15.1%	0.0%	3.4%	-3.4%	-1.9%	-0.1	-35.0%	-3.2%
Clc1ccc(Cc2nc(-c3ccncc3)no2)cc1	-1.6%	-0.9%	-0.4%	6.8%	13.1%	2.2%	-4.5%	0.2%	13.7	6.6%	-2.8%
CCCCCCN(C(=O)CCCCCN1C(=O)NC(c2ccc(-c3ccccc3)cc2)C(C(=O)OCc2ccccc2)=C1C)C(C(=O)NCCCC)c1cccc(C(=O)OC)c1 (stereo unspecified)	-2.8%	.	.	4.5%	.	-0.3%	.	-0.4%	-0.6	4.5%	.
Cc1sc2ncn(CC(=O)N3CCCCC3)c(=O)c2c1S(=O)(=O)N1CCC(C)CC1	-0.6%	11.3%	-2.6%	-7.1%	?	-0.5%	3.3%	-0.4%	1.0	9.0%	0.1%
c1cncc(C(c2nnnn2C2CCCCC2)N2CCN3CCCC3C2)c1 (stereo unspecified)	-6.9%	1.3%	-5.1%	0.3%	3.9%	-4.7%	-12.2%	-0.9%	1.1	-1.2%	3.8%
CCC(CC)NC(=O)Nc1ccccc1C(F)(F)F	-3.8%	3.4%	-1.5%	0.1%	21.2%	5.4%	-1.3%	0.2%	10.0	-22.2%	2.1%
COc1cc(C(=O)Oc2cccc(Nc3ncnc4ccccc34)c2)cc(OC)c1OC	?	-22.7%	-73.0%	0.2%	-51.9%[inhibitor]	-7.0%	-8.6%	-0.1%	21.8	9.3%	-25.6%
O=C(CSc1nc2ccccc2c(=O)n1-c1ccc(F)cc1)NCc1ccco1	-3.0%	.	-12.7%	?	-24.8%[7.66 µM]	2.1%	-8.6%	-0.3%	-4.2	16.7%	-4.6%
COc1ccc(Oc2nc(-c3ccccc3)ncc2C(=O)O)cc1	-3.3%	0.0%	-24.8%	0.8%	?	4.2%	0.6%	-0.1%	1.1	-7.5%	2.8%
O=C(Nc1ccc2oc(=O)ccc2c1)c1cccnc1Cl	-1.9%	-0.1%	-19.8%	0.3%	13.6%	-1.2%	-0.1%	-0.5%	1.5	-7.0%	4.8%
COc1cc(C)c(Cl)cc1S(=O)(=O)n1cnc(C)c1	2.5%	-15.2%	-1.9%	0.4%	21.9%	1.8%	-4.8%	0.3%	-2.5	6.2%	-1.4%
COc1ccccc1N1CCN(C(=O)c2ccc(S(=O)(=O)N3CCCC3)cc2)CC1	-1.4%	4.7%	-36.5%	-10.4%	-29.1%	2.8%	-1.5%	0.1%	0.1	12.9%	2.2%
O=C1N=C(N2CCCCC2)S/C1=C\c1ccncc1	4.3%	-3.3%	-0.9%	-5.6%	-26.8%	0.9%	-1.3%	0.0%	0.0	2.4%	2.5%
CCCCCC(=O)Nc1ccc(-c2nnc3n2CCCCC3)cc1	11.8%	4.2%	8.4%	-2.6%	-4.5%	3.8%	0.1%	0.1%	-3.5	2.4%	5.9%
Cc1csc(SCC(=O)Nc2cc(S(=O)(=O)N(C)C)ccc2C)n1	2.7%	0.2%	-27.3%	1.5%	-31.3%	-2.9%	-3.8%	-0.5%	-0.5	-16.2%	-3.6%
O=C1CN(C(=O)CSc2nc(-c3ccccc3)cs2)c2ccccc2N1	2.6%	-1.1%	-17.6%	-7.0%	13.8%	-2.0%	-0.9%	-0.7%	-0.4	-2.6%	0.3%
COc1ccc(NC(=O)CC2C(=O)N(c3ccc(OC)cc3)C(=S)N2NC(=O)c2cccc(F)c2)cc1 (stereo unspecified)	-1.6%	-6.2%	-1.7%	-0.3%	1.3%	-4.9%	1.8%	?	16.5	-6.6%	-4.5%
Cc1ccccc1NC(=O)CN1C(=O)c2cccnc2Oc2ccc(Cl)cc21	-1.1%	-2.2%	-32.6%	0.3%	-16.5%	2.0%	1.4%	-0.3%	5.9	-8.0%	-1.5%
CCC(=O)N1CCN(c2ccc(NC(=O)c3cc4ccccc4o3)cc2)CC1	-3.6%	1.5%	31.2%	-3.2%	-32.6%	-1.0%	-4.6%	-0.6%	3.5	-0.7%	-3.3%
COC(=O)c1c(C)[nH]c(C(=O)CC#N)c1C	-0.5%	1.0%	0.0%	7.4%	0.0%	1.5%	-7.5%	-0.4%	5.8	9.6%	1.8%
COC(C(=O)C(O)C(C)O)C1Cc2cc3cc(OC4CC(OC5CC(O)C(O)C(C)O5)C(O)C(C)O4)c(C)c(O)c3c(O)c2C(=O)C1OC1CC(OC2CC(OC3CC(O)C(OC)C(C)O3)C(O)C(C)O2)C(O)C(C)O1 (stereo unspecified)	.	-14.2%	?	.	-2.2%	.	-10.1%	.	.	.	-25.1%
CCn1ccnc1C(O)(c1ccccc1)c1ccccc1	.	0.6%	-6.3%	-1.4%	-5.1%	0.7%	1.1%	-0.2%	-1.0	13.7%	2.1%
CC[C@]12c3[nH]c4cc(CCC(=O)N(C)C)ccc4c3CCN1C(=O)[C@@H](CC(=O)NCCC1=CCCCC1)C[C@@H]2C(=O)N1CCN(C(=O)C2CC2)CC1	1.6%	19.3%	11.6%	11.4%	-11.9%	0.0%	-0.3%	-0.7%	.	0.6%	4.7%
COc1ccc(CCNC(=O)C2CCN(S(C)(=O)=O)CC2)cc1OC	2.2%	7.3%	14.7%	0.6%	27.6%	2.2%	-7.4%	-0.1%	3.8	8.1%	0.0%
CC(=O)c1c(C)nc2nonc2c1N	0.7%	0.3%	-2.4%	0.2%	4.3%	-1.5%	-6.8%	0.4%	-0.3	6.5%	83.3%[activator]
CC[C@]12c3[nH]c4ccc(Cl)cc4c3CCN1C(=O)[C@@H](CC(=O)NCc1ccco1)C[C@@H]2C(=O)N1CCN(C(=O)C2CC2)CC1	-2.6%	-0.7%	-0.9%	0.5%	-5.1%	-0.3%	-3.2%	-0.4%	.	-4.2%	-2.6%

Screens: PubChem BioAssay, National Center for Advancing Translational Sciences (NCATS)
